Source: PubChem BioAssay
ALOX12 inh: ALOX12 (human) lipoxygenase inhibition. AID 1671190. 580,000 compounds, 1.1% hits. P18054. purified 12hLO, xylenol orange hydroperoxide absorbance. Potency, µM (highest dose often 108 µM), inactives show at the top dose activity change, negative = inhibition, hits mostly inhibitors; active means well fitted inhibition curve with a large enough effect; inconclusive means small, poorly fitted or top-dose-only effect, or another doubt; inactive means no such curve, though single readings can be large or run the other way
Target sequence (P18054 whole entry, looked up): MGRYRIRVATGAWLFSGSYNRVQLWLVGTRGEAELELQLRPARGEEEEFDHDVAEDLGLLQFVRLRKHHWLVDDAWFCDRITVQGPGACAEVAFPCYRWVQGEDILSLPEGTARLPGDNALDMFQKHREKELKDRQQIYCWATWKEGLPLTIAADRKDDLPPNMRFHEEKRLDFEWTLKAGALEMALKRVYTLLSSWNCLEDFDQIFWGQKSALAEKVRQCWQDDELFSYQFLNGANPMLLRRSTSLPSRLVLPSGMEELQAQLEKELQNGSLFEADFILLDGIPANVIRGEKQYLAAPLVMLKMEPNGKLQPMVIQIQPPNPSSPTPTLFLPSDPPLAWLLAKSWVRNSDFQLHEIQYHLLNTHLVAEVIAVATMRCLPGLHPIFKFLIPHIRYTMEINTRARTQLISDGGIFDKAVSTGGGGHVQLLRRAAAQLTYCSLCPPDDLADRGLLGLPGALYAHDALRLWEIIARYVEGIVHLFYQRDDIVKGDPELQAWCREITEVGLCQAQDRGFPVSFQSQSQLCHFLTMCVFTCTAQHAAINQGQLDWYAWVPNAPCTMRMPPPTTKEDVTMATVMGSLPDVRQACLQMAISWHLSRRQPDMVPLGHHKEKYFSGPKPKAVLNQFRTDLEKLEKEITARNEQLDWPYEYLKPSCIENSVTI
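Purified human 12hLO (150 nM final) in 25 mM Hepes, 0.01% Triton X-100, pH 7.0 was preincubated 15 min at room temperature with compound. Then 40 uM arachidonic acid was added, 30 min. Hydroperoxide was read by Fe-XO absorbance ratio 573/405 nm.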
* hit, by the source's call; ? = inconclusive; [ ] = dose if it differs, or a comment. On the % scale 0 is the no-effect control and ±100 the full control effect; potency means the concentration at half of the fitted maximal effect. Not all compounds are listed; rates above refer to the full screens.

nr | mol | ALOX12 inh
1 | CN(Cc1ccccc1)Cc1cc(C[C@@H]2CC[C@H](O)[C@@H](CNCc3ccccc3)O2)no1 | 60%[activator]
2 | Cc1ccccc1-c1cc(=O)c2cc(NC(=O)c3ccncc3)ccc2o1 | -1%
3 | CC(=O)c1cccc(NC(=O)Cn2c(-c3cnccn3)nc(C)c(C)c2=O)c1 | 36%[activator]
4 | Cc1ccccc1C(=O)N1CC(C(=O)NCCc2ccncc2)C2(CCOCC2)C1 (stereo not drawn) | 2%
5 | N#Cc1cc2c(nc1SCc1ccccc1Cl)CCCC2=O | ?
6 | CCC(O)Cn1nc(CCOC)nc1-c1ccc(-c2nnn(C)n2)cc1 (stereo not drawn) | 78%[activator]
7 | COc1cc(=O)n2c(c1C(=O)N(C)Cc1nccs1)CCN(Cc1ccc(Cl)cc1)CC2 | 8%
8 | COc1ccc(C=C(C(=O)c2ccccc2)c2ccccc2)cc1 | 3%
9 | CC(=O)Nc1ccc(-c2csc(NC3CC3)n2)c(F)c1 | 14µM*
10 | CC1(C)C(=O)N(CCOc2ccccc2)[C@H]2CN(Cc3c[nH]c4ccccc34)C[C@H]2[S+]1(=O)[O-] | -9%
11 | O=C(c1ccccc1OCC1CCCN(C2CCCCC2)C1)N1CCCCC1 (stereo not drawn) | 23%
12 | Cc1cccc(NC(=O)CN2C(=O)NC3(CCOCC3)C2=O)c1 | 16%
13 | O=C(CC[C@@H]1CNC(=O)[C@@H]2C[C@H](NC(=O)Nc3cccc(Cl)c3)CN12)NCc1cccnc1 | 45µM*
14 | Cc1ccc(Cl)c(NC(=O)CN2C(=O)C(C)N(c3ccc(F)cc3)C2=O)c1Cl (stereo not drawn) | 5%
15 | CCN(C(=O)CN1C(=O)NC2(CCCCC2)C1=O)c1ccccc1 | 30%
16 | CC1(C)OC[C@@H]2O[C@@]3(C(=O)O)OC(C)(C)O[C@H]3[C@@H]2O1 | -10%[22.9 µM]
17 | CCc1ccc(-c2cc(C(F)(F)F)on2)cc1S(=O)(=O)Nc1cc(OC)c(OC)c(OC)c1 | -17%
18 | CCOc1ccc(S(=O)(=O)N2CCN(Cc3nc(-c4ccc(C(=O)NC)cc4)oc3C)CC2)cc1 | 7%
19 | CC(=O)Nc1ccccc1-c1nc(CNC(=O)c2ccc(-c3ccccc3F)cc2)c(C)o1 | 4%
20 | O=C(c1ccccn1)N(Cc1ccco1)C1(C(=O)Nc2ccc(Br)cc2)CCCCC1 | -8%
21 | CCCc1cc(CNC(=O)c2ccc(NC3CCOC(C)(C)C3)nc2)on1 (stereo not drawn) | 31%
22 | O=C(Nc1cccc(Br)c1)c1cc2ccc(O)cc2oc1=O | -4%
23 | CSCCC(C)N1CCC(Oc2ccc(C(=O)NCc3ccccn3)cc2)CC1 (stereo not drawn) | -2%
24 | C[C@]1(CO)[C@H]2Cc3sc(NC(=O)C4CCCCC4)nc3[C@@H](CC(=O)O)[C@]2(C)CC[C@H]1O | 5%
25 | CC1(c2ccccc2)N(Cc2ncccn2)C(=O)OC12CCN(CCCc1ccccc1)CC2 (stereo not drawn) | 24%

Pulled by compound from the list above (7):
nr | mol | ALOX12 inh
11 | O=C(c1ccccc1OCC1CCCN(C2CCCCC2)C1)N1CCCCC1 (stereo not drawn) | 23%
25 | CC1(c2ccccc2)N(Cc2ncccn2)C(=O)OC12CCN(CCCc1ccccc1)CC2 (stereo not drawn) | 24%
19 | CC(=O)Nc1ccccc1-c1nc(CNC(=O)c2ccc(-c3ccccc3F)cc2)c(C)o1 | 4%
7 | COc1cc(=O)n2c(c1C(=O)N(C)Cc1nccs1)CCN(Cc1ccc(Cl)cc1)CC2 | 8%
23 | CSCCC(C)N1CCC(Oc2ccc(C(=O)NCc3ccccn3)cc2)CC1 (stereo not drawn) | -2%
4 | Cc1ccccc1C(=O)N1CC(C(=O)NCCc2ccncc2)C2(CCOCC2)C1 (stereo not drawn) | 2%
20 | O=C(c1ccccn1)N(Cc1ccco1)C1(C(=O)Nc2ccc(Br)cc2)CCCCC1 | -8%

The list goes on.
nr | mol | ALOX12 inh
26 | CC(C)(C)[C@H](NC(=O)c1ccc(N)c(Cl)c1)C(=O)N1CCC[C@@H]1C(=O)N[C@H](C#N)CC(=O)O | ?
27 | COC(=O)[C@H](C(C)C)N1Cc2nnn(Cc3ccccc3)c2-c2cc(F)ccc2S1(=O)=O | 9%
28 | COC[C@H]1NC(=O)CC[C@H]1C(=O)O | 38%
29 | COC(=O)c1cccc(NC(=O)NCc2cccn2Cc2ccccc2)c1 | ?
30 | Cc1c(O)cccc1C(=O)N1CCCC2(C1)C(=O)N(C)c1ccccc12 (stereo not drawn) | 15%
31 | COc1ccc([C@H]2NC(=O)C[C@@H]2C(=O)N2CCOCC2)cc1 | 11%
32 | CCOC(=O)c1cnc2cc(-c3ccc(C)cc3)nn2c1C | 8%
33 | CN1[C@@H](c2ccc(Cl)cc2)[C@@H](C(=O)NCCc2cnc[nH]2)C[C@@]1(C)C(=O)O | 21%
34 | O=c1cc(CN(Cc2ccccc2)Cc2ccccc2)c2c(ccc3ccccc32)o1 | ?
35 | COc1cccc(-c2ncc3c(n2)OCCN(Cc2ccccc2)C3=O)c1 | 32%[activator][176 µM]
36 | CCCc1cc(=O)oc2cc(OC(C)C(=O)NCc3ccccn3)ccc12 (stereo not drawn) | -6%
37 | COc1ccccc1CCC(=O)N1CC2CC(C1)[C@H]1CCCC(=O)N1C2 (stereo partly drawn) | 2%
38 | Cc1ccc(OCC(=O)N2CCCC(CN3CCCC3)CC2)cc1 (stereo not drawn) | 48%[activator]
39 | O=C(NC1CCCCC1)N1CCC2(CC1)CC(N(C(=O)c1ccccc1)C1CC1)CCO2 (stereo not drawn) | 25%
40 | COc1cc(OC)cc(C(=O)N2CCC3(CC2)NC(=O)N(c2ccc(F)cc2)N3)c1 | ?
41 | CN(C)c1ccc(C(=O)N2CCC(n3cc(-c4nc(C5CC5)no4)nn3)C2)cc1 (stereo not drawn) | 8%
42 | COc1cc(C=NNc2ccccc2)ccc1OC(=O)c1ccccc1 | ?
43 | CC(=O)c1ccccc1C(=O)N1CCC(CCC(=O)NCc2ccc(F)cc2)CC1 | 4%
44 | COCCNC(=O)C1CCCN(C(=O)c2cncc(Br)c2)CC1 (stereo not drawn) | 1%
45 | CC(=O)C(C(=O)c1ccc(F)cc1)C1c2ccccc2Sc2ccccc21 (stereo not drawn) | ?
46 | Cc1cn2nc(C(=O)NCc3ccccc3C)cc2c(N(C)Cc2ccccc2)n1 | 48%
47 | CC(C)(C)C1CCCCC1NCc1cccc(C#N)c1 (stereo not drawn) | -32%
48 | COCc1nc(C2CCCN(C(=O)c3ccc(C)cc3)C2)no1 (stereo not drawn) | 55%[activator]
49 | Cn1cccc1CN1CCC[C@]2(N[C@H](c3ccc(C(F)(F)F)cc3)[C@@H]3C(=O)N(Cc4ccccc4)C(=O)[C@@H]32)C1=O | ?
50 | CC(CCc1ccccc1)NC(=O)CC1CCCC1 (stereo not drawn) | 3%
51 | Cc1cccc(-n2nc(C)c(CCC(=O)N3CCOCC3)c2Oc2ccc(F)cc2F)c1 | 1%
52 | Cc1ccc(NC(=O)CCCN2C(=O)C(c3ccccc3)Oc3cccnc32)c(C)c1 (stereo not drawn) | -9%
53 | Cc1cc2oc(=O)cc(CSc3nncn3C)c2cc1C(C)C | -1%
54 | CC1CCN(c2ccc3nnc(CCC(=O)NC(C)CCc4ccco4)n3n2)CC1 (stereo not drawn) | 7%
55 | O=C(c1ccc2cc[nH]c2c1)N1CCCC(c2nn[nH]n2)C1 (stereo not drawn) | ?
56 | COc1cccc(-c2csc(-c3cc4cccc(OC)c4oc3=O)n2)c1 | ?
57 | COCCc1nncn1C1CCN(S(=O)(=O)c2ccc(F)c(C)c2)CC1 | 42%[activator]
58 | O=C1/C(=C/c2ccc(-c3ccc(F)cc3)o2)Cc2ccccc21 | 18µM*
59 | Cc1nc(NC2CC(c3nnc(CO)n3C3CC3)C2)c2sccc2n1 (stereo not drawn) | -24%
60 | O=C(NCc1ccccc1)c1cc(C2COCCN2C(=O)c2cccs2)on1 (stereo not drawn) | 1%
61 | O=C(NCc1cccc(Cl)c1)c1ccc(CN2C(=O)NC3(CCOCC3)C2=O)cc1 | ?
62 | Cn1c(-c2ccccc2)c(Sc2ccccc2)c2cc(-c3ccc4[nH]ccc4c3)ccc21 | -3%
63 | CCC1CCc2c(sc(NC(=O)COCC(=O)O)c2C(=O)NCc2ccc(C)cc2)C1 (stereo not drawn) | ?
64 | O=C(Nc1cccc(-c2ccco2)c1)C1CCN(Cc2ccc(CO)o2)CC1 | -12%
65 | CC[C@@H]1[C@@H](NC(=O)c2oc(COc3ccccc3)cc2C)[C@@H]2CCO[C@H]12 | 9%
66 | CC(=O)N1CCC2(CC1)Oc1ccc(Br)cc1C1CC(c3ccncc3)=NN12 (stereo not drawn) | 13%
67 | O=C(c1ccc2c(c1)OCO2)N1CC2CC(C1)[C@H]1CCCC(=O)N1C2 (stereo partly drawn) | 6%
68 | Cn1nc(C(=O)OCC(=O)Nc2ccc(S(=O)(=O)N3CCCCC3)cc2)c2ccccc2c1=O | ?
69 | CCC(=O)N1CCN(C2CCN(CCOC)C2=O)CC1 (stereo not drawn) | ?
70 | C/C(=C/C(=O)C(F)(F)F)N1CCN(c2ccccn2)CC1 | 9%
71 | Cc1ccc(C(=O)N2CCC(C(=O)N3CCCCCC3)CC2)cc1S(=O)(=O)N1CCCCC1 | ?
72 | COc1ccc(NC(=O)C(C)n2cccn2)cc1OC(F)F (stereo not drawn) | -29%
73 | CN(C)CC(=O)N1CC(F)(F)C[C@H]1c1nc(-c2ccncc2)no1 | 15%
74 | COc1ccc(Cn2nccc2NC(=O)c2cc(=O)c3cc(Cl)ccc3o2)cc1 | 1%
75 | CC(C)(C)NC(=O)c1nn(-c2ccccc2)c(=O)c2ccccc12 | 34%

A draw from above in order of count of non-hydrogen atoms, ascending.
nr | mol | ALOX12 inh
67 | O=C(c1ccc2c(c1)OCO2)N1CC2CC(C1)[C@H]1CCCC(=O)N1C2 (stereo partly drawn) | 6%
66 | CC(=O)N1CCC2(CC1)Oc1ccc(Br)cc1C1CC(c3ccncc3)=NN12 (stereo not drawn) | 13%
74 | COc1ccc(Cn2nccc2NC(=O)c2cc(=O)c3cc(Cl)ccc3o2)cc1 | 1%

More structures:
nr | mol | ALOX12 inh
76 | Cc1ccccc1C(=O)N1CCC[C@H]1c1nc(-c2ccc(F)cc2)no1 | 23%
77 | CCOC(=O)Cn1c(=O)c2c3c(sc2n(CCN2CCCC2)c1=O)CC(C)CC3 (stereo not drawn) | -20%
78 | Cc1cn2nc(C(=O)N3CCC(C(=O)NC4CCCCCC4)CC3)cc2c(=O)[nH]1 | 18%
79 | COc1ccc(Cn2c(C)c3c(=O)n(-c4ccc(Cl)cc4)[nH]c3cc2=O)cc1 | ?
80 | O=C1CO[C@H]2CCN(Cc3ccc4c(c3)CCO4)CC[C@@H]2N1Cc1ccc(O)cc1 | -3%[176 µM]
81 | COc1ccc(NC(=O)C2CCCN(c3cnn(Cc4ccccc4)c(=O)c3)C2)cc1OC (stereo not drawn) | 41%[activator]
82 | Cc1cc(C)cc(-n2ncc3c(OCC(=O)NC4CCS(=O)(=O)C4)ncnc32)c1 (stereo not drawn) | -1%
83 | N#Cc1nc(/C=C/c2ccc(Cl)cc2)oc1N1CCN(C(=O)c2ccco2)CC1 | -23%
84 | Cc1sc2ncn(CCC(=O)NCc3ccc(CN4CCCCC4)cc3)c(=O)c2c1C | 31%[activator]
85 | Oc1ccc(Cl)cc1C=NCc1cccc(C(F)(F)F)c1 | ?
86 | COCCN[C@H]1[C@@H]2OC[C@@H](O2)[C@@H](NC(=O)Nc2cccc(C#N)c2)[C@@H]1O | 24%[176 µM]
87 | O=C1NC(=NC2CCCC2)C2(CCN([S+](=O)([O-])c3cccc(C(F)(F)F)c3)C2)N1c1cccnc1 (stereo not drawn) | 37%
88 | COC(=O)C1(C)CCCC2(C)c3cc(OC)ccc3C(=O)C(Br)C12 (stereo not drawn) | -26%
89 | Cc1cc(=O)oc2ccc(OCC(=O)Nc3ccc4c(c3)OCCO4)cc12 | 5%
90 | C[C@@H]1CN([C@H](C)CO)C(=O)CCCn2nncc2CO[C@H]1CN(C)S(=O)(=O)c1ccc(-n2cccn2)cc1 | -97%
91 | COc1ccc(-c2noc(-c3nnn4c3COC(c3ccc(OC)cc3)C4)n2)cc1 (stereo not drawn) | 23%
92 | COc1cccc(CN(C)C(=O)C2CCCN(C(=O)c3ccc(Cl)cc3)C2)c1 (stereo not drawn) | 14%
93 | Cc1cc(C(=O)OCC(=O)NC(=O)c2ccccc2)c2ccccc2n1 | 9%
94 | O=C(Nc1ccc(OC(F)(F)F)cc1)N1CC[C@H]2COC(=O)N2c2cc(F)ccc2C1 | 21%
95 | Cc1ccsc1CNCCCN(C)C | ?
96 | CCCCNC(=O)c1nc(C2CCN(S(=O)(=O)c3ccc(C(F)(F)F)cc3)CC2)oc1-c1ccccc1 | ?
97 | COCCc1noc(C2CN(C(=O)C(C)C)C2)n1 | 9%
98 | CCN(Cc1cnn(C)c1)C(=O)c1coc(COc2cccc(C(F)(F)F)c2)n1 | 23%
99 | COc1ccc2c(=O)cc(-c3ccc(C)cc3)oc2c1 | 0%
100 | O=C(c1cccnc1)N1CCC(OC2CCN(c3ccccc3)CC2)CC1 | 25%
101 | CC(=O)N(C)CCc1noc(C2CN(C(=O)COc3ccccc3)C2)n1 | 74%[activator]
102 | COCCn1c(=O)c2sccc2n(CC(=O)NC2CCCCC2)c1=O | -6%
103 | CN(C)CCCNc1nc2cc(-c3cccc(Cl)c3)sc2c(=O)n1C | -17%
104 | COCCNc1nc(NCc2ccc(NC(C)=O)cc2)c2sc(-c3ccccc3)cc2n1 | ?
105 | COc1ccc(CCNC(=O)Nc2cccc(CN3CCOC3=O)c2)cc1 | ?
106 | c1coc(CNCc2cccc3ccccc23)c1 | ?
107 | O=C(CC(=O)c1cccc(Cl)c1)c1cccc(Cl)c1 | ?
108 | COCCN1C(=O)CC[C@]2(C(=O)N(C)CCc3ccncc3)CCCC[C@@H]12 | ?
